Screening results (PubChem)
Nrf2 activator: Nrf2 pathway activation | AREc32 ARE-luciferase reporter (MCF7-derived line), luminescence, 24 h | Potency, µM (doses to about 46.1 µM), for inactives: at the highest dose activation, actives largely listed as activators | AID 624171 | 410,000 compounds, 0.31% hits; also: potency is read from the fitted curve at half-maximal effect; % of control where 0% means no effect; nearly all actives have a fitted effect of over 65% in size
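Nrf2 activation is followed as ARE-luciferase induction in the AREc32 line after one day of compound treatment; luminescence is read with Steady-Glo.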
EPAC2 agonist: agonists of human EPAC2 (RAPGEF4); Q8WZA2; 360,000 compounds, 0.079% hits; Potency, µM (doses to about 154 µM), without a hit: top-dose activation, actives largely listed as activators; EPAC2 activation, biochemical qHTS; response scale: 100% = 6.5 mM cAMP response; also: potency is read from the fitted curve at half-maximal effect; nearly all actives have a fitted effect of over 50% in size
Target sequence (Q8WZA2 whole entry, looked up): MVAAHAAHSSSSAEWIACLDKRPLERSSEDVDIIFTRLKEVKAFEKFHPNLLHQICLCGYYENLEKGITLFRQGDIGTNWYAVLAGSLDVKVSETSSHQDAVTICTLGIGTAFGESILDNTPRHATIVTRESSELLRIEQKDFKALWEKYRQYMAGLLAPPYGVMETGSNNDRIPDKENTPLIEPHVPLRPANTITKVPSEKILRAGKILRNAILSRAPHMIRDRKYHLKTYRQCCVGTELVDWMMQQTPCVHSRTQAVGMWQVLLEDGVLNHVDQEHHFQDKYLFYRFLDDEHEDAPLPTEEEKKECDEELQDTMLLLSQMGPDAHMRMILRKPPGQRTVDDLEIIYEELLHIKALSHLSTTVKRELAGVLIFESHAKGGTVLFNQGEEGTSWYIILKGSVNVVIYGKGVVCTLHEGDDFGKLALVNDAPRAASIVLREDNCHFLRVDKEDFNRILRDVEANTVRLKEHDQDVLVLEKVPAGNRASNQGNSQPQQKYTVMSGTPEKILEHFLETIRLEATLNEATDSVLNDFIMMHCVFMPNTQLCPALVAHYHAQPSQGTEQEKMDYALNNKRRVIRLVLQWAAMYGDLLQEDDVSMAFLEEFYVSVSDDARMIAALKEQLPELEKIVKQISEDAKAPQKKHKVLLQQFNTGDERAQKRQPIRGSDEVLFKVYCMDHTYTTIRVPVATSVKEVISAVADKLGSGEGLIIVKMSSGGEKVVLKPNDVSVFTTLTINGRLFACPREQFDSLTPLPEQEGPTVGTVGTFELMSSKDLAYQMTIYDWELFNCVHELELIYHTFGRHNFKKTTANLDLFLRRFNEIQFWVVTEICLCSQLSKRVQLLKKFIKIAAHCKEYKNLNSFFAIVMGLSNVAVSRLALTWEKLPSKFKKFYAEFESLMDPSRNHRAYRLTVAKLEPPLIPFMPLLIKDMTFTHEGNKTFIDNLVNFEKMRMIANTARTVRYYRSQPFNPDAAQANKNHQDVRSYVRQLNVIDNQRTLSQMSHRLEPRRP
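Exchange assay: 100 nM EPAC2 with 250 nM Rap1B-BODIPY-GDP and 50 uM GDP. Fluorescence (ex 480/em 540 nm) read every 5 min for 30 min at room temperature. Data normalized to 6.5 mM cAMP as agonist control.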
A549 viability: kills or reduces viability of A549 cells in Nrf2 counter-screen; AID 504648; 390,000 compounds, 0.16% hits; Potency, µM (top dose mostly 46 µM), for the others: at the highest dose activity change, negative = cytotoxicity, hits mostly inhibitors; A549 ARE-Fluc cells, CellTiter-Fluor viability, 18-24 h; also: potency is read from the fitted curve at half-maximal effect; % is scaled to controls: 0 for no effect and ±100 for the full control effect
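Cytotoxicity counterscreen: CellTiter-Fluor fluorescence was measured in A549 ARE_Fluc cells after 18-24 h of compound exposure in a concentration series. The subsequent BugLite luminescent read reports ARE-luciferase activity.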
EPAC2 antag: blocks human EPAC2 exchange factor; Q8WZA2; EPAC2 GEF exchange of Rap1B-BODIPY-GDP, fluorescence; Potency, µM (highest dose often 114 µM), inactives show at the top dose activity, negative = inhibition, hits mostly inhibitors; 360,000 compounds, 0.18% hits; AID 720708; also: potency is read from the fitted curve at half-maximal effect; % is scaled to controls: 0 for no effect and ±100 for the full control effect; nearly all actives have a fitted effect of over 45% in size; many of its hits are not listed in these tables
CCT modulator: changes cytosolic chaperonin activity; purified chaperonin ATPase assay, HTRF ADP detection, 30 min; activity change, % (no concentration beside the values), hits read low; 360,000 compounds, 0.3% hits; in the data active = activity change below about -30%; also: % is scaled to controls: 0 for no effect and ±100 for the full control effect
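We incubate TRiC, 40 or 20 nM final, with library compounds at 76 uM and 10 uM ATP for 30 min at 37 °C. ADP formed is detected with Transcreener HTRF reagents after 30 min at room temperature.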
Nrf2 block: blocks Nrf2 signaling; A549 ARE-Fluc reporter, luciferase luminescence, 18-24 h; Potency, µM (series often up to 46 µM), inactives show at the top dose activity change, negative = inhibition, most hits filed as inhibitors; 360,000 compounds, 2.1% hits; also: potency is read from the fitted curve at half-maximal effect; % is scaled to controls: 0 for no effect and ±100 for the full control effect; nearly all actives have a fitted effect of over 60% in size
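A549 ARE_Fluc cells (5000/well, 5% FBS OPTI-MEM) pre-incubated 2 h, then treated with compounds 18-24 h at 37C/5% CO2 in concentration-response. CellTiter-Fluor viability read first; BugLite luciferase luminescence after 15 min at room temperature gives Nrf2 activity.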
Mm-Cpn inhibitor: blocks the Methanococcus maripaludis chaperonin Mm-Cpn; purified Mm-Cpn ATPase, ADP Transcreener TR-FRET; Potency, µM (series often up to 76.9 µM), for inactives: at the top dose activity, negative = inhibition, actives largely listed as inhibitors; 330,000 compounds, 0.031% hits; AID 504842; also: potency is read from the fitted curve at half-maximal effect; % is scaled to controls: 0 for no effect and ±100 for the full control effect; nearly all actives have a fitted effect of over 80% in size
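ATPase turnover read by TR-FRET ADP competition (Eu cryptate antibody/ADP-d2, 665/590 nm): 10uM ATP final, 25nM Mm-CPN final, 30 min 37degC after 10-min compound preincubation, pH 7.4 Tris/KCl/MgCl2/DTT buffer.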
Akt phos inh: inhibitors of Akt phosphorylation. activity change, % for hits at 50 µM. 360,000 compounds, 0.32% hits. AID 651550. Neuro2A IGF-stimulated pAkt S473 HTRF, 20 min; hits give low values; in the data active = activity change below about -80%; inconclusive = mostly about -51% to -80%; also: % is scaled to controls: 0 for no effect and ±100 for the full control effect
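Neuro2A cells in DMEM with 0.5% FBS, overnight at 37 deg C, given compound at single 50 µM final, then IGF (6 nM final) for 20 min at 37 deg C. Lysed; phospho-Akt Ser473 by HTRF after 24 h, 665/615 ratio.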
TGFb SMAD3 inh: inhibitors of TGF-b signaling | HepG2 CAGA-GFP TGF-b/SMAD3 reporter, GFP fluorescence, 18 h; TGF-beta stimulated, 500 pg/mL final | Potency, µM (highest dose often 46.1 µM), without a hit: at the highest dose activity, negative = inhibition, usual class: inhibitors | 410,000 compounds, 1.2% hits | AID 588855; also: potency is read from the fitted curve at half-maximal effect; % is scaled to controls: 0 for no effect and ±100 for the full control effect; nearly all actives have a fitted effect of over 65% in size
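HEPG2 CAGA-GFP cells (1000/well, DMEM with 1% FBS) were pre-incubated 2 h at 37 degrees C, given compound by pin tool, then stimulated with TGF-beta at 500 pg/mL final for 18 h before per-cell GFP fluorescence imaging.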
* = called active by the depositor; i = inactive; ? = inconclusive; nt = no result given; & = joins results of further samples; [ ] = dose if it differs, or a comment. Unless noted, calls follow the shape of the dose curve; as a rule, active = well fitted curve in the direction sought with a large enough effect; inconclusive = small, poorly fitted or top-dose-only effect, or another doubt; inactive = no such curve, though single readings can be large; an effect the other way counts as inactive or inconclusive.

SMILES	Nrf2 activator	EPAC2 agonist	A549 viability	EPAC2 antag	CCT modulator	Nrf2 block	Mm-Cpn inhibitor	Akt phos inh	TGFb SMAD3 inh
[N-]=[N+]=CC(=O)OC[C@H](N)C(=O)O	0.2%	-1%	-3%	-2%	-0.4	14%	-1%	i	26%
CC[C@H]1CC2CN3CCc4c([nH]c5cc(OC)ccc45)[C@](C(=O)OC)(C2)[C@H]13	8.8%	8%	-3%	-21%	-0.3	1%	nt	i	?
CC(=O)C1=C(C)OC(N)=C(C(=O)OC(C)C)C12C(=O)Nc1ccccc12 (stereo unspecified)	0.1%	13%	1%	0%	1.0	-11%	2%	i	0%
CCC(C)C(=O)N[C@@H](c1ccccc1)[C@@H](O)C(=O)O[C@H]1C[C@@]2(O)[C@@H](OC(=O)c3ccccc3)C3[C@](C)(C(=O)[C@H](OC(C)=O)C(=C1C)C2(C)C)[C@@H](O)C[C@H]1OC[C@@]31OC(C)=O (stereo partly specified)	-3.2%	0%	?	-7%	-2.3	1%	1%	i	-23%
COc1cccc(CNCCc2c[nH]c3ccccc23)c1OC	-0.4%	-4%	1%	3%	2.8	8%	-7%	i	-2%
CCC(C(=O)N1CCC2(CC1)OCCO2)c1ccccc1 (stereo unspecified)	0.2%	6%	-6%	15%	-2.2	?	-1%	i	8%
COC(=O)OCC12CCC(O1)C1(C)C(=O)OCC21 (stereo unspecified)	-0.4%	-10%	2%	4%	-6.7	1%	-1%	i	-30%
CCC(=O)N1N=C2C3CCN(CC3)C2C1c1ccc(C)cc1 (stereo unspecified)	-0.4%	-3%	0%	-19%	-1.9	4%	0%	i	7%
CC(C(=O)c1c[nH]c2ccccc12)N1CCSCC1 (stereo unspecified)	1.5%	5%	6%	1%	1.1	-2%	1%	i	1%
COc1cccc(N2C(=O)NC(=O)/C(=C\c3cn(C)c4ccccc34)C2=O)c1	2.7%	100µM*	3%	124%[activator]	-8.6	12%	0%	i	0%
O=C(Nc1ccc2nc(SCC(=O)N3CCCc4ccccc43)sc2c1)c1ccccc1F	-0.1%	nt	-16%	nt	nt	?	nt	nt	0%
O=C(CSC1c2ccccc2-c2ccccc21)N/N=C/c1ccccc1	6.0%	-4%	-13%	-8%	-13	?	-7%	i	?
CCOc1ccc(-n2c(-c3ccoc3)nc3ccccc3c2=O)cc1	-1.0%	4%	-1%	-2%	-4.5	nt	0%	i	-16%
Cc1ccc2c(c1)C1CN(C)CCC1N2C(=O)Cn1nnc(-c2ccccc2F)n1 (stereo unspecified)	0.3%	3%	1%	9%	2.2	-3%	1%	i	12%
O=C1N(CN2CCOCC2)c2ccccc2C1(O)c1c[nH]c2ccccc12 (stereo unspecified)	0.4%	8%	nt	5%	-2.4	1%	0%	i	0%
COC(=O)c1ccccc1N=Cc1c(O)[nH]c(=O)[nH]c1=O	-0.5%	-2%	1%	4%	-1.0	4%	-2%	i	-8%
CCN(c1cccc(C)c1)S(=O)(=O)c1ccc2c(c1)oc(=O)n2C	-0.9%	6%	0%	1%	-1.6	-1%	0%	i	34%[activator]
CCOP(=O)(Cc1cc(C(C)=O)c(C)o1)OCC	-0.6%	0%	3%	21%	-2.4	5%	-2%	i	0%
Cn1nc(-c2ccc(OCC(=O)N3CCN(Cc4ccccc4)CC3)cc2)c2ccccc2c1=O	3.4%&5.3%	11%&18%	?	-6%[57.1 µM]	-1.7&0.6	18µM*	-2%&-2%	i	-19%&-24%
Cc1ccc2nc(-c3ccc(CN4CCC(n5c(=O)[nH]c6ccccc65)CC4)cc3)c(-c3ccccc3)nc2c1	-0.4%	4%	nt	-6%	0.4	nt	nt	i	nt
O=C(c1n[nH]c(=O)c2ccccc12)N1CCC2(CC1)OCCO2	-0.2%	5%	4%	16%	1.5	8%	2%	i	-4%
COc1ccc2[nH]c(C)c(CCN3CCC(=O)C(C)C3C)c2c1 (stereo unspecified)	4.0%	14%	2%	9%	-4.3	10%	?	i	?
CCN1CCN(c2ccc([N+](=O)[O-])cc2C=C2C(=O)NC(=O)NC2=O)CC1	-0.2%	9%	1%	10%	1.8	14%	1%	i	-15%
CC1=C(C)[N+](=O)C2(O)CCCCC2(C)N1[O-] (stereo unspecified)	0.2%	-4%	1%	8%	-2.4	10%	0%	i	?
CCOCC1(CCc2ccccc2)C(=O)NC(=S)NC1=O	0.3%	8%	6%	-21%	-0.2	?	nt	i	17%
SMILES	Nrf2 activator	EPAC2 agonist	A549 viability	EPAC2 antag	CCT modulator	Nrf2 block	Mm-Cpn inhibitor	Akt phos inh	TGFb SMAD3 inh
Cc1nc2ncnn2c(C)c1CCC(=O)N1CCC2(CC1)OCCO2	-0.1%	6%	-4%	-5%	-0.4	17%	2%	i	-5%
CCOc1cc2c(cc1OCC)-n1cccc1C(c1cc(C)c(OC)cc1C)NC2 (stereo unspecified)	8.8%	13%	4%	-4%	-3.3	2%	0%	i	?
CC(C)CCOP(=O)(c1ccc(N(C)C)cc1)C(O)c1ccc(C(C)C)cc1 (stereo unspecified)	0.2%	-15%	-10%	?	-0.5	-26%	-1%	i	?
COc1ccc(C(=O)N2CCC3(CC2)OCCO3)cc1	-0.4%[9.22 µM]	1%	-1%	9%	4.5	5%	-6%	i	-3%
O=C1NCN(c2ccccc2)C12CCN(C(c1ccccc1OC(F)(F)F)c1nnnn1C1CCCC1)CC2 (stereo unspecified)	0.3%	-3%	nt	13%	-2.6	nt	nt	i	-26%
CC(C)(C)n1nnnc1C(c1cccs1)N1CCC2(CC1)C(=O)NCN2c1ccccc1 (stereo unspecified)	-0.3%	0%	nt	-24%	0.2	nt	nt	i	-20%
COc1cccc(-c2nn(CCC#N)cc2C(=O)Nc2ccccc2Cl)c1	0.0%	0%	-2%	-21%	2.8	1%	-10%	i	-15%
COc1ccc(-c2nc(CN3C(=O)CN=C(c4ccccc4)c4cc(Cl)ccc43)c(C)o2)cc1	-1.2%	nt	-1%	nt	nt	-11%	nt	nt	?
COc1ccc(OC)c(-n2c(O)c(/C=C3\C(C)=Nc4ccccc43)c(=O)[nH]c2=O)c1	2.4%	6%	-8%	5%	0.5	-25%	-1%	i	11%
CCCOC1CCCN(C(=O)CCc2nnc(Cc3cccc(C)c3)o2)C1 (stereo unspecified)	2.4%	0%	2%	2%	-0.2	?	0%	i	-4%
N#CCCn1cc(C(=O)Nc2ccccc2Cl)c(-c2ccc([N+](=O)[O-])cc2)n1	-0.4%	8%	2%	13%	-7.2	-11%	1%	i	5%
CN1C[C@H](CNC(=O)OCc2ccccc2)C[C@@H]2c3cccc4c3c(cn4C)C[C@H]21	5.2%	5%	-9%	1%	0.6	-4%	-1%[15.4 µM]	i	?
O=C1c2ccccc2C(=O)c2c1ccc1c(=O)n(-c3ccccc3)[nH]c21	0.6%	5%	-12%	0%	0.0	?	0%	i	-9%
CCOP(=O)(Cc1cc(C(=O)CC)c(C)o1)OCC	0.3%	5%	-2%	2%	-3.6	-14%	1%	i	-11%
O=c1[nH]c2ccccc2n1C1CCN(C(c2cc3ccccc3o2)c2nnnn2Cc2ccccc2)CC1 (stereo unspecified)	-3.6%	2%	nt	-8%	-0.5	nt	nt	i	?
Oc1cc(Cl)c(Cl)c(Cl)c1Cl	6.2%	-4%	-5%	-25%	0.2	3%	nt	i	?
CCC1C2Cc3ccc(O)cc3C1(CC)CCN2C (stereo unspecified)	0.3%	-4%	11%	-4%	-2.2	9%	nt	i	-5%
Cc1cc(C)c(S(=O)(=O)N2Cc3ccccc3-n3nncc3C2)c(C)c1	0.2%	1%	nt	?	0.7	nt	nt	i	-16%
COc1cc(C2c3cc4c(cc3CC3COC(=O)C32)OCO4)cc(OC)c1O (stereo unspecified)	3.8%	9%	-12%	-3%	0.5	-5%	nt	i	?
CCCCn1c(O)c(C(C)=Nc2ccc(C(=O)O)cc2)c(=O)[nH]c1=O	-0.1%	-1%	-2%	0%	1.6	-7%	0%	i	12%
CC(=O)c1ccc(OC(C)C)c(Cc2c(O)[nH]c(=S)[nH]c2=O)c1	-0.8%	1%	1%	4%	0.0	2%	2%	i	-1%
CN(C)c1ccc([P+](=O)c2ccc(N(C)C)cc2)cc1	-0.7%	5%	-4%	-21%	0.4	?	-1%	i	8%
Cc1c(P(=S)(c2ccccc2)c2ccccc2)[n+]2ccccc2n1CCc1ccccc1	0.3%	5%	-27%	9%	nt	?	nt	nt	?
CCCCc1nc(N2CCNCC2)c(C#N)c2c1CSC(C)(C)C2	-0.4%	-3%	?	7%	-1.5	9%	0%	i	12%
CSc1ncc(/C=C2/C(=O)NC(=O)N(c3ccc(C)cc3)C2=O)cn1	1.4%	8%	3%	-1%	-5.6	-1%	2%	i	0%
CCN(CC)c1nc2c(C)cccn2c(=O)c1C=C1C(=O)NC(=O)NC1=O	0.2%	6%	0%	-3%	-0.7	0%	2%	i	0%
CN(C)c1cccc2c(C#N)ccc(N(C)C)c12	0.3%	14%	5%	3%	-5.6	2%	-3%	i	0%
CC(C)(O)C(=O)Nc1ccc([N+](=O)[O-])c(C(F)(F)F)c1	-0.1%	7%	1%	-10%	-0.8	?	0%	i	1%
COc1cccc(C(=O)Nc2ccc3nc(SCC(=O)N(C)c4ccccc4)sc3c2)c1	0.1%	nt	-18%	nt	nt	?	nt	nt	-21%

Structural class, the entries above with a CF3 group.
SMILES	Nrf2 activator	EPAC2 agonist	A549 viability	EPAC2 antag	CCT modulator	Nrf2 block	Mm-Cpn inhibitor	Akt phos inh	TGFb SMAD3 inh
O=C1NCN(c2ccccc2)C12CCN(C(c1ccccc1OC(F)(F)F)c1nnnn1C1CCCC1)CC2 (stereo unspecified)	0.3%	-3%	nt	13%	-2.6	nt	nt	i	-26%
CC(C)(O)C(=O)Nc1ccc([N+](=O)[O-])c(C(F)(F)F)c1	-0.1%	7%	1%	-10%	-0.8	?	0%	i	1%

This is a subset, so the mix of outcomes need not match the whole.
